From PubChem BioAssay
GRIN3A LBD mod = modulates the human NR3A ligand-binding domain; NR3A LBD differential scanning fluorimetry, Tm shift; 0% = protein alone, 100% = glycine-bound protein; Tm shift relative to glycine control, % at 25 µM; 340,000 tested, 2.5% active;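 active = melting temperature shift of at least 10% of the positive control shift, at one fixed dose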
CCR6 antagonist = blocks CCL20-driven beta-arrestin recruitment at human CCR6. AID 493098. P51684. 340,000 tested, 0.49% active. CHO-K1 CCR6 PathHunter beta-arrestin, luminescence, CCL20-stimulated. inhibition, % at 20 µM;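 active = compounds whose inhibition of the agonist-driven luminescence signal at 20 µM reaches about 50%, limit read from the data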;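 note: cells stimulated with CCL20 at 14 nM final; plate controls were DMSO with CCL20 for no effect and DMSO without agonist for full effect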
Target sequence (P51684 whole entry, looked up): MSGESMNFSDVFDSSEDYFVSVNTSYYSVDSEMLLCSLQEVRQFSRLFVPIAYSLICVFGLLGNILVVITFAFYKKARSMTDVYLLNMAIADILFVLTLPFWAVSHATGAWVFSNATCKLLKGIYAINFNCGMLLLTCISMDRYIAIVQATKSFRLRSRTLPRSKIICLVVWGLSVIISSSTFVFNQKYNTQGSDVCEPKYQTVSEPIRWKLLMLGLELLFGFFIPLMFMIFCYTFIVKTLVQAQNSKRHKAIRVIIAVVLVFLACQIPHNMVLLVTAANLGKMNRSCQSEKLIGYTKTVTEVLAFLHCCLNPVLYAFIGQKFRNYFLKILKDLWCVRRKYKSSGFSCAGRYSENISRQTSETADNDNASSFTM
A3G deaminase = APOBEC3G (human) deaminase inhibition; recombinant A3G, ssDNA deamination FAM/TAMRA fluorescence; 330,000 tested, 0.28% active; inhibition, % at 20 µM;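 active = inhibition of at least 40% at 20 µM, with no more than 30% in the related APOBEC3A deaminase screen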;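 note: plate controls were DMSO wells with A3G for no effect and wells lacking A3G enzyme for full effect; some compounds called inactive have numbers as strong as hits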
Target sequence (Q9HC16 whole entry, looked up): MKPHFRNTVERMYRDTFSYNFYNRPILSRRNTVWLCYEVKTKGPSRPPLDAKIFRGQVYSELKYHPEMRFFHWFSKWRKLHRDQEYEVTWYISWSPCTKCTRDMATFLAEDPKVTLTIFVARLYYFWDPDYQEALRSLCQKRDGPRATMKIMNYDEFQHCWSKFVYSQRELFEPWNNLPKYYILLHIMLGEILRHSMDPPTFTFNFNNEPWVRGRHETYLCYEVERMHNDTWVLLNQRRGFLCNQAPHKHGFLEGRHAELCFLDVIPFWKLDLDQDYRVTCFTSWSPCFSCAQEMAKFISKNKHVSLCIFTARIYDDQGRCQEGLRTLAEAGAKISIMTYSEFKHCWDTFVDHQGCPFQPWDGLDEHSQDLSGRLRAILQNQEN
APOBEC3A inh = inhibitors of human APOBEC3A DNA deaminase. inhibition, % at 20 µM. recombinant A3A, FAM/TAMRA ssDNA deamination fluorescence. 330,000 tested, 0.41% active;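 active = at least 40% inhibition at 20 µM here, with at most 30% in a related deaminase screen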;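 note: plate controls were A3A with DMSO for no effect and wells lacking A3A enzyme for full effect; some results filed as inactive read as strong as hits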
Target sequence (P31941 whole entry, looked up): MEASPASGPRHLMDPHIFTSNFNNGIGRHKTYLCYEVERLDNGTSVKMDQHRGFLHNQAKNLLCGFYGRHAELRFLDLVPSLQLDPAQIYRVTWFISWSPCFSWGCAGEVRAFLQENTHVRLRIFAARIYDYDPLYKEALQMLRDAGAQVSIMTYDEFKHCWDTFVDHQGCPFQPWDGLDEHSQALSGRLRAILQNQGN
Gli-Sufu block = blocks Gli-Sufu signaling in a luciferase reporter | Sufu-KO-LIGHT fibroblasts, Gli luciferase reporter luminescence | inhibition, % at 5 µM | 340,000 tested, 0.74% active | AID 588413;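 active = inhibition above about 55%, limit read from the data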;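 note: 0% = DMSO-treated cells and 100% = wells with medium but no cells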
MPTP block = permeability transition pore inhibition. inhibition, % at 10 µM. 360,000 tested, 1.4% active. isolated mouse mitochondria, Ca2+ swelling absorbance, 30 min;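 active = inhibition of 50% or more, scaled per plate between neutral and stimulator controls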;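 note: 0% = DMSO wells given calcium and 100% = 1 mM EGTA wells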
EBI2 block = EBI2 (human) antagonism; EBI2 beta-arrestin recruitment, luminescence, 7a,25-OHC stimulated; 360,000 tested, 0.81% active; P32249; inhibition, % at 5 µM; in the data active = inhibition above about 38%;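 note: enzyme fragment complementation signal reports receptor beta-arrestin coupling in cells; 0% = agonist plus DMSO wells and 100% = wells without agonist; some results beyond the cut were filed as inactive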
CXCR6 inh = inhibitors of human CXCR6 receptor | inhibition, % at 20 µM | CHO-K1 PathHunter CXCR6 beta-arrestin, luminescence | 360,000 tested, 0.36% active | O00574 | AID 602244; in the data active = inhibition above about 34%, passing the limit was not always enough;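 note: antagonist mode with CXCL16 agonist at 10 nM final; 0% = 10 nM CXCL16 with DMSO and 100% = unstimulated wells without agonist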
The depositor's hits bear a star.

Screening Cc1ccc(CN2CCNC(=O)C2CC(=O)N2CCN(c3ncccn3)CC2)o1 (centres undefined) returned GRIN3A LBD mod 1, CCR6 antagonist -7, A3G deaminase 1, APOBEC3A inh 7, Gli-Sufu block 1, MPTP block 0.9, EBI2 block -2 and CXCR6 inh -3.
Cc1cccc(/C(N)=N/OC(=O)c2cccs2)c1 was read as GRIN3A LBD mod -33, CCR6 antagonist -6, A3G deaminase -3, APOBEC3A inh 1, Gli-Sufu block -124, MPTP block -0.7, EBI2 block -2 and CXCR6 inh -12.
O=C(OCCN1CCOCC1)C(c1ccccc1)c1ccccc1 was read as GRIN3A LBD mod -3, CCR6 antagonist 7, A3G deaminase 3, APOBEC3A inh -2, Gli-Sufu block 4, MPTP block -1.0, EBI2 block -3 and CXCR6 inh 4.
For O=C(OCC(=O)N1CCCC1)c1ccc(S(=O)(=O)N2CCOCC2)cc1 the results were GRIN3A LBD mod 1, CCR6 antagonist -6, A3G deaminase -1, APOBEC3A inh 3, Gli-Sufu block -11, MPTP block 1.2, EBI2 block -9 and CXCR6 inh 0.
`CCCCC1SC(N)=NC1=O` (centres undefined) gave GRIN3A LBD mod 3, CCR6 antagonist 8, Gli-Sufu block -2, MPTP block 0.5, EBI2 block 5 and CXCR6 inh -2.
Screening c1ccc(Nc2cccc(Nc3ccccc3)c2)cc1 returned GRIN3A LBD mod 1, CCR6 antagonist 18, A3G deaminase -5, APOBEC3A inh -3, Gli-Sufu block -52, MPTP block -0.2, EBI2 block 25 and CXCR6 inh -8.
`CN(c1ccccc1)S(=O)(=O)c1cccc(NC(=O)COc2ccccc2)c1` gave GRIN3A LBD mod -4, CCR6 antagonist 19, A3G deaminase -6, APOBEC3A inh 0, Gli-Sufu block -10, MPTP block -1.3, EBI2 block -7 and CXCR6 inh -11.
For CCN(CC)S(=O)(=O)c1ccc(C(=O)NC2=C(C(=O)OC)SCC2)cc1 the results were GRIN3A LBD mod 0, CCR6 antagonist 8, A3G deaminase -3, APOBEC3A inh -3, Gli-Sufu block 2, MPTP block -0.4, EBI2 block 13 and CXCR6 inh 6.
Screening Cc1ccc(C(=O)NC2CCN(S(=O)(=O)c3ccc(F)cc3)CC2)cc1 returned GRIN3A LBD mod -1, CCR6 antagonist 0, A3G deaminase -1, APOBEC3A inh -4, Gli-Sufu block 2, MPTP block 0.3, EBI2 block -2 and CXCR6 inh -5.
`CCc1ccc(C(=O)CSc2nc3ccccc3c(=O)[nH]2)cc1` gave GRIN3A LBD mod 2, CCR6 antagonist 5, A3G deaminase -7, APOBEC3A inh -1, Gli-Sufu block -19, MPTP block 11, EBI2 block 9 and CXCR6 inh 3.

Reprinted from the part before: 2 compounds, then new ones.
Screening Cc1ccc(C(=O)NC2CCN(S(=O)(=O)c3ccc(F)cc3)CC2)cc1 returned GRIN3A LBD mod -1, CCR6 antagonist 0, A3G deaminase -1, APOBEC3A inh -4, Gli-Sufu block 2, MPTP block 0.3, EBI2 block -2 and CXCR6 inh -5.
`CCc1ccc(C(=O)CSc2nc3ccccc3c(=O)[nH]2)cc1` gave GRIN3A LBD mod 2, CCR6 antagonist 5, A3G deaminase -7, APOBEC3A inh -1, Gli-Sufu block -19, MPTP block 11, EBI2 block 9 and CXCR6 inh 3.
`O=C(Nn1c(-c2ccc(Br)cc2)nc2ccccc2c1=O)c1cccnc1` gave GRIN3A LBD mod -1, CCR6 antagonist 17, A3G deaminase -6, APOBEC3A inh -3, Gli-Sufu block -1, MPTP block -0.6, EBI2 block -13 and CXCR6 inh 2.
Screening COc1ccc(C)c2sc(N(CCCN(C)C)C(=O)c3ccc(S(=O)(=O)N(C)C)cc3)nc12 returned GRIN3A LBD mod 1, CCR6 antagonist -12, A3G deaminase -4, APOBEC3A inh -1, Gli-Sufu block 21, MPTP block -5.2, EBI2 block -3 and CXCR6 inh 0.
For O=C(c1ccc(Cl)cc1)N1CCn2c1nc1ccccc12 the results were GRIN3A LBD mod 0, CCR6 antagonist -1, A3G deaminase -6, APOBEC3A inh 5, Gli-Sufu block -14, MPTP block -1.9, EBI2 block -7 and CXCR6 inh -4.
Screening Cc1ncsc1CCOC(=O)c1ccc(N2CCOCC2)c([N+](=O)[O-])c1 returned GRIN3A LBD mod -1, CCR6 antagonist -3, A3G deaminase -5, APOBEC3A inh 4, Gli-Sufu block -2, MPTP block -1.2, EBI2 block 3 and CXCR6 inh -2.
CCN(CC(=O)NCc1ccc(F)cc1)CC(O)COCc1cccc(OC)c1 (centres undefined) was read as GRIN3A LBD mod 0, CCR6 antagonist 14, A3G deaminase 3, APOBEC3A inh 1, Gli-Sufu block -1, MPTP block 0.3, EBI2 block 1 and CXCR6 inh 7.
Screening CCn1c(CCc2nc3ccccc3[nH]2)n[nH]c1=S returned GRIN3A LBD mod 0, CCR6 antagonist -16, A3G deaminase 19, APOBEC3A inh -2, Gli-Sufu block -3, MPTP block 0.6, EBI2 block 0 and CXCR6 inh -6.
For COc1ccc(CCNC(=O)c2cnc3ccccc3n2)cc1 the results were GRIN3A LBD mod 4, CCR6 antagonist 16, A3G deaminase -6, APOBEC3A inh 3, Gli-Sufu block -24, MPTP block 0.5, EBI2 block -3 and CXCR6 inh -3.
Screening O=S1(=O)CCN(Cc2ccccc2C(F)(F)F)CC1 returned GRIN3A LBD mod 0, CCR6 antagonist 0, A3G deaminase -3, APOBEC3A inh -2, Gli-Sufu block 24, MPTP block 0.1, EBI2 block -5 and CXCR6 inh -10.
Screening C[C@H](NC(=O)C1(c2ccccc2)CCN(C(=O)OC(C)(C)C)CC1)C(=O)N[C@@H](C(=O)O)c1ccccc1 returned GRIN3A LBD mod 1, CCR6 antagonist -8, A3G deaminase -7, APOBEC3A inh -1, Gli-Sufu block -1, MPTP block 0.4, EBI2 block -6 and CXCR6 inh -2.
`O=C(Nc1ccc(Br)cn1)c1ccc([N+](=O)[O-])o1` gave GRIN3A LBD mod 0, CCR6 antagonist -5, A3G deaminase -5, APOBEC3A inh -3, Gli-Sufu block -9, MPTP block 2.1, EBI2 block -11 and CXCR6 inh -3.
`O=[N+]([O-])c1ccc(CSc2nc3ccccc3o2)cc1` gave GRIN3A LBD mod 3, CCR6 antagonist 28, A3G deaminase -4, APOBEC3A inh -3, Gli-Sufu block -91, MPTP block 0.6, EBI2 block 10 and CXCR6 inh 8.
`COCCN(C(=O)c1cc(OC)c(OC)c(OC)c1)c1c(N)n(Cc2ccccc2)c(=O)[nH]c1=O` gave GRIN3A LBD mod -1, CCR6 antagonist 10, A3G deaminase -13, APOBEC3A inh -3, Gli-Sufu block 0, MPTP block 0.1, EBI2 block 8 and CXCR6 inh -1.
`COc1ccc(CN(C(=O)CSc2nnc(-c3c[nH]c4ccccc34)o2)c2ccc(F)cc2)cc1OC` gave GRIN3A LBD mod -1, CCR6 antagonist -1, A3G deaminase 1, APOBEC3A inh 4, Gli-Sufu block 20, MPTP block 2.7, EBI2 block -19 and CXCR6 inh -8.
O=S(=O)(Nc1ccc2ccccc2c1)c1ccccc1 was read as GRIN3A LBD mod -14, CCR6 antagonist 5, A3G deaminase -2, APOBEC3A inh 5, Gli-Sufu block 17, MPTP block 0.3, EBI2 block -14 and CXCR6 inh 2.
For O=C(CN(C(=O)CCC(=O)Nc1nccs1)c1ccccc1F)NCc1ccccc1 the results were GRIN3A LBD mod -1, CCR6 antagonist 9, A3G deaminase -10, APOBEC3A inh -2, Gli-Sufu block 18, MPTP block -2.1, EBI2 block -6 and CXCR6 inh 0.
For O=C(CN1CCOCC1)NCCNS(=O)(=O)c1ccccc1 the results were GRIN3A LBD mod 0, CCR6 antagonist 8, A3G deaminase 5, APOBEC3A inh 3, Gli-Sufu block -1, MPTP block 1.8, EBI2 block 1 and CXCR6 inh -22.
Oc1[nH]c2ccccc2c1N=Nc1nncc2ccccc12 was read as GRIN3A LBD mod 0, CCR6 antagonist 6, A3G deaminase -5, APOBEC3A inh 0, Gli-Sufu block -72, MPTP block -1.3, EBI2 block 5 and CXCR6 inh -8.
Screening CC(C)COC(=O)N(C)c1ccc(C(O)(C(F)(F)F)C(F)(F)F)cc1 returned GRIN3A LBD mod 1, CCR6 antagonist -4, A3G deaminase -4, APOBEC3A inh 0, Gli-Sufu block -14, MPTP block 2.0, EBI2 block -73 and CXCR6 inh -12.
For O=C(NCCNC(=O)c1ccc([N+](=O)[O-])cc1)c1ccncc1 the results were GRIN3A LBD mod -2, CCR6 antagonist 3, A3G deaminase -10, APOBEC3A inh -7, Gli-Sufu block -5, MPTP block 1.0, EBI2 block 0 and CXCR6 inh -17.
For O=C(N/N=C(\Cc1ncc[nH]1)c1ccccc1)c1cccnc1 the results were GRIN3A LBD mod 1, CCR6 antagonist 14, A3G deaminase -1, APOBEC3A inh 4, Gli-Sufu block 37, MPTP block -1.6, EBI2 block -3 and CXCR6 inh 5.
For CC1(C)CC(=O)N(CC(=O)O)c2ccccc2S1 the results were GRIN3A LBD mod 1, CCR6 antagonist -8, A3G deaminase -5, APOBEC3A inh -2, Gli-Sufu block 2, MPTP block -1.7, EBI2 block 0 and CXCR6 inh -6.
`CC(C)(O)[C@@H]1CC[C@@](C)(C2CC[C@]3(C)C2[C@H](O)CC2[C@@]4(C)CC[C@H](O)C(C)(C)C4[C@@H](O[C@H]4O[C@@H](CO)[C@H](O)[C@@H](O)[C@@H]4O[C@@H]4O[C@H](CO)[C@@H](O)[C@H](O)[C@H]4O)C[C@]23C)O1` (stereo in doubt) gave GRIN3A LBD mod -1, CCR6 antagonist -4, A3G deaminase -5, APOBEC3A inh -4, Gli-Sufu block -4, MPTP block 0.0, EBI2 block -3 and CXCR6 inh 1.
Screening CCc1noc(C)c1C(=O)Oc1ccc(N(C)S(=O)(=O)c2ccccc2)cc1 returned GRIN3A LBD mod 1, CCR6 antagonist 22, A3G deaminase -5, APOBEC3A inh 2, Gli-Sufu block 9, MPTP block -0.1, EBI2 block 14 and CXCR6 inh -4.
COCCSc1nnc(NC(=O)C2CCCCC2)s1 was read as GRIN3A LBD mod -2, CCR6 antagonist 8, A3G deaminase -4, APOBEC3A inh -4, Gli-Sufu block -15, MPTP block 0.5, EBI2 block -1 and CXCR6 inh 4.
For CC(C)(C)c1csc(CS(=O)(=O)c2ccccn2)n1 the results were GRIN3A LBD mod 1, CCR6 antagonist 7, A3G deaminase 18, APOBEC3A inh 5, Gli-Sufu block -8, MPTP block 0.7, EBI2 block -12 and CXCR6 inh 7.
CCc1ccc(C(C)NC(=O)c2ccc(F)cc2)cc1 (centres undefined) was read as GRIN3A LBD mod -1, CCR6 antagonist 3, A3G deaminase 5, APOBEC3A inh 2, Gli-Sufu block 5, MPTP block -1.0, EBI2 block -15 and CXCR6 inh 3.
Nc1nc(Nc2ccccc2)nc(NCc2ccccc2)c1[N+](=O)[O-] was read as GRIN3A LBD mod -5, CCR6 antagonist 25, A3G deaminase -6, APOBEC3A inh 1, Gli-Sufu block -11, MPTP block 11, EBI2 block 9 and CXCR6 inh 9.
For FC(F)(F)c1nnc2ccc(Sc3ccccn3)nn12 the results were GRIN3A LBD mod 0, CCR6 antagonist -16, A3G deaminase -7, APOBEC3A inh 2, Gli-Sufu block -12, MPTP block 1.4, EBI2 block -11 and CXCR6 inh -2.
`CC(NC(=O)c1ccccc1)C(=O)N/N=C/c1ccco1` (centres undefined) gave GRIN3A LBD mod -1, CCR6 antagonist -1, A3G deaminase -5, APOBEC3A inh -2, MPTP block 0.4, EBI2 block -3 and CXCR6 inh -1.
CCN(CC)C(=O)C1CCCN(Cc2ccc3ccccc3c2)C1 (centres undefined) was read as GRIN3A LBD mod 0, CCR6 antagonist 3, A3G deaminase -6, APOBEC3A inh -4, Gli-Sufu block 22, MPTP block -1.8, EBI2 block -1 and CXCR6 inh 9.
`N/C(=N\OC(=O)COc1ccc(Cl)cc1Cl)c1cccnc1` gave GRIN3A LBD mod -4, CCR6 antagonist 1, A3G deaminase -2, APOBEC3A inh 0, Gli-Sufu block -73, MPTP block 0.9, EBI2 block -5 and CXCR6 inh -1.
Screening CC1(C)N([O-])c2cc([N+](=O)[O-])ccc2[N+]1=O returned GRIN3A LBD mod 0, CCR6 antagonist 7, A3G deaminase 4 and APOBEC3A inh 0.
